Screens (PubChem BioAssay)
T cruzi growth = T. cruzi intracellular proliferation inhibitors, primary screen, cell-based, beta-gal Tulahuen parasites, NIH3T3 host, luminescence; T. cruzi beta-gal in NIH3T3, GalScreen luminescence, 90 h; inhibition, % at 8.34 µM; actives 5.9% (n = 77,000);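 active = mean inhibition above about 93%, with at least 55% of replicates each passing it, limit read from the data, passing the limit was not always enough; inconclusive = only one of those two conditions holds; inactive = neither condition holds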
C diff HTS = C. difficile growth inhibitors, primary screen, HTS. Clostridium difficile clinical isolate growth, OD600, 24 h; stronger effect = lower value. growth activity, negative = inhibition, % at 16 µg/mL (by protocol). actives 0.25% (n = 86,000);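 active = mean growth activity at or below -80% and every replicate also at or below -80%; inconclusive = mean at or below -80% but some replicate above -80%; inactive = mean growth activity above -80%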;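 note: 0% = DMSO wells and -100% = levofloxacin 16 µg/mL wells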
Pf Dd2 inh = P. falciparum Dd2 growth inhibitors, primary screen, SYBR Green fluorescence, single dose replicates | 72 h; stronger effect = lower value | activity change, % at 10 µM | actives 2.3% (n = 94,000); in the data active = activity change below about -80%; inconclusive = no clear call, values can overlap the other calls
GASC1 inh = inhibitors of GASC-1 (KDM4C) histone demethylase, primary screen, biochemical, single concentration HTS; Lysine-specific demethylase 4C (Homo sapiens), Q9H3R0; GST-KDM4C 2-372, H3K9me3 peptide, LANCE TR-FRET; inhibition, % at 12.5 µM; actives 0.15% (n = 96,000); AID 720574, 2013;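 active = mean replicate inhibition above about 25%, with at least 55% of replicates also reaching it, limit read from the data, passing the limit was not always enough; inconclusive = only one of those two conditions met; inactive = neither condition met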
Target sequence (Q9H3R0 2-372 limits assumed): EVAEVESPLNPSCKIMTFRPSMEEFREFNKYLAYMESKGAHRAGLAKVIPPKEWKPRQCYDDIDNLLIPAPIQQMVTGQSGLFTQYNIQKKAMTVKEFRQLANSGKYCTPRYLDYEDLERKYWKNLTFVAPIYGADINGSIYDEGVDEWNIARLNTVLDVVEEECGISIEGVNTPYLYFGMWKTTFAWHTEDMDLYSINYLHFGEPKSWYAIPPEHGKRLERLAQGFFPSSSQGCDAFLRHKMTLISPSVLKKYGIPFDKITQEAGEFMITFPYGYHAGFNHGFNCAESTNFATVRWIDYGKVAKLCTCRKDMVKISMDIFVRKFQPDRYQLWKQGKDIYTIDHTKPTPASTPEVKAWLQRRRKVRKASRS
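System: N-terminal GST-fused human GASC-1 (KDM4C) fragment, residues 2-372 / Amount: 10 nM GST-KDM4C in enzyme reaction / Also added: H3K9me3 peptide with Fe(II)/2OG / Times: 30 min demethylation and 1 h detection at room temperature / Signal: LANCE TR-FRET / Read-out basis: Fall in 671/618 emission ratio as inhibition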
Active calls of the source: *; u = inconclusive; x = not tested or not shown; & = joins results of further samples. Rows are unselected, and some 6.7% of all compounds hit somewhere here.

SMILES	T cruzi growth	C diff HTS	Pf Dd2 inh	GASC1 inh
C[C@H]1CN([C@@H](C)CO)C(=O)c2cc(NC(=O)C3CCCCC3)ccc2O[C@@H]1CN(C)S(=O)(=O)c1ccc(F)cc1	14	-4	8	-0.3
CO[C@H]1CN(C)C(=O)c2cc(NC(=O)NC3CCCCC3)ccc2OC[C@@H](C)N(C(C)=O)C[C@@H]1C	-31	-4	17	0.2
CO[C@H]1CN(C)C(=O)c2ccc(NS(C)(=O)=O)cc2OC[C@@H](C)N(Cc2ccccn2)C[C@@H]1C	4	-1	-9	2.2
CN1C(=O)c2cc(NC(=O)c3ccccc3Cl)ccc2OC[C@H]2O[C@H](CC(=O)NCC(F)(F)F)CC[C@H]21	5	0	x	x
COCC(=O)N1CC2(C1)[C@H](c1ccc(-c3cccc(F)c3)cc1)[C@H](CO)N2C(=O)COC	x	-7	-22	0.2
CC(C)CC#Cc1cnc2c(c1)C(=O)N([C@H](C)CO)C[C@H](C)[C@H](CN(C)S(C)(=O)=O)O2	24	1	26	-1.9
COc1ccc(NC(=O)N(C)C[C@H]2Oc3ccc(NC(=O)Nc4cccc5ccccc45)cc3C(=O)N([C@@H](C)CO)C[C@H]2C)cc1	1	-6	-11	-3.4
C[C@H](CO)N1C[C@H](C)[C@H](CN(C)S(=O)(=O)c2ccccc2)Oc2ccc(NC(=O)C3CCCCC3)cc2C1=O	7	-6	20	-0.2
Cc1ccc(S(=O)(=O)N[C@H]2CC[C@H](CCn3cc(C(C)C)nn3)O[C@H]2CO)cc1	41	-5	-30	1.0
C[C@H](CO)N1C[C@H](C)[C@@H](CN(C)C(=O)C2CCCCC2)Oc2ncc(/C=C/c3ccccc3)cc2C1=O	113*	-10	-89*	-2.7
COc1ccc(-c2ccc([C@H]3[C@H](CO)N4C(=O)CN(C(=O)C5CCOCC5)C[C@@H]34)cc2)cc1	x	4	14	0.4
O=C(CCN1CCCCC1)NCC[C@@H]1CC[C@@H](NC(=O)c2ccc(F)cc2)[C@@H](CO)O1	-7	2	-11	0.2
C/C=C/c1ccc2c(c1)O[C@H](CN(C)C(=O)c1ccccn1)[C@@H](C)CN([C@H](C)CO)S2(=O)=O	-3	8	1	5.5
CC(C)C#Cc1ccc2c(c1)O[C@H](CN(C)C(=O)c1ccncc1)[C@@H](C)CN([C@H](C)CO)S2(=O)=O	84	3	0	0.7
CN(C)C(=O)c1cccc(-c2ccc3c(c2)[C@H]2[C@H](CCN2C(=O)c2ccccc2F)[C@@H](CO)N3)c1	101*	1	-49	1.1
C[C@@H]1CN([C@@H](C)CO)C(=O)Cc2cc(NS(C)(=O)=O)ccc2O[C@@H]1CN(C)Cc1ccc(Oc2ccccc2)cc1	x	-19	-17	-1.3
CCCNC(=O)C[C@H]1CC[C@H]2[C@@H](COc3ccc(NC(=O)Nc4cccc(C)c4)cc3C(=O)N2C)O1	16	-6	-5	-5.4
C[C@H](O)C#Cc1ccc2c(c1)O[C@@H](CN(C)CC1CCCC1)[C@H](C)CN([C@@H](C)CO)S2(=O)=O	13	2	-60	2.5
Cc1noc(C)c1S(=O)(=O)Nc1ccc2c(c1)C(=O)N([C@H](C)CO)C[C@@H](C)[C@H](CN(C)S(=O)(=O)c1cccs1)OCCCC[C@@H](C)O2	78	x	-66	-1.9
C[C@H]1CN([C@@H](C)CO)C(=O)c2cc(NC(=O)c3ccncc3)ccc2O[C@@H]1CN(C)S(=O)(=O)c1ccc(Cl)cc1	6	-13	-35	-0.3
C[C@@H]1CCCCO[C@@H](CN(C)C(=O)Nc2ccc(F)cc2)[C@H](C)CN([C@@H](C)CO)C(=O)c2cc(NC(=O)Nc3ccc(C(F)(F)F)cc3)ccc2O1	95*	3	17	0.0
COc1ccc2c3c([nH]c2c1)[C@@H](CO)N(C(=O)CN(C)C)CC31CCN(C(=O)c2ccncc2)CC1	x	-4	25	-0.8
C[C@@H]1CN([C@@H](C)CO)C(=O)c2cc(-c3ccccc3F)cnc2O[C@@H]1CN(C)C(=O)C1CCCCC1	3	0	6	-3.0
C[C@H]1CCCCO[C@@H](CN(C)C(=O)CCC(F)(F)F)[C@@H](C)CN([C@@H](C)CO)C(=O)c2cc(NC(=O)NC3CCCCC3)ccc2O1	6	-12	-45	-0.4
C[C@@H]1CN([C@H](C)CO)C(=O)c2cc(-c3cccnc3)cnc2O[C@H]1CN(C)C(=O)Nc1ccc(C(F)(F)F)cc1	51	-2	20	0.3
C[C@@H]1CN([C@H](C)CO)C(=O)c2cc(NS(=O)(=O)c3ccccc3)ccc2O[C@H]1CN(C)C(=O)Nc1ccc(F)cc1	-2	-6	1	-2.5
Cc1ccc(S(=O)(=O)Nc2ccc3c(c2)CC(=O)N([C@H](C)CO)C[C@H](C)[C@H](CN(C)C(=O)Nc2ccc4c(c2)OCO4)O3)cc1	10	-9	-3	0.1
COc1cccc(C(=O)N2C[C@H]3[C@@H](c4ccccc42)[C@@H](CO)N3Cc2ccccc2F)c1	47	0	-10	-1.0
CCC(=O)N(C)C[C@H]1Oc2cc(C#CCC(C)C)ccc2S(=O)(=O)N([C@H](C)CO)C[C@@H]1C	55	-2	-11	-0.6
C[C@@H]1CCCCO[C@H](CN(C)C(=O)Nc2ccc(C(F)(F)F)cc2)[C@@H](C)CN([C@H](C)CO)C(=O)c2cc(NS(=O)(=O)c3ccc(Cl)cc3)ccc2O1	104*	-5	-57	0.9
CN1CCN(C(=O)C[C@@H]2CC[C@@H]3[C@H](COC[C@H](O)CN3C(=O)Cc3ccccc3)O2)CC1	-11	7&-5	7	0.5
C[C@H]1CN([C@@H](C)CO)C(=O)c2cc(-c3ccncc3)cnc2O[C@H]1CN(C)S(=O)(=O)c1ccc(F)cc1	-19	2	4	-2.5
COCC(=O)N(C[C@@H]1N[C@@H](CO)[C@H]1c1ccc(C2=CCCCC2)cc1)C(C)C	30	-3	-34	0.4
OC[C@@H]1[C@H](c2ccc(C3=CCCC3)cc2)[C@@H]2CN(CCC(F)(F)F)CCCCN12	104*	12	-25	x
CCCNC(=O)N(C)C[C@@H]1Oc2ncc(C#CCC(C)C)cc2C(=O)N([C@H](C)CO)C[C@@H]1C	-33	3	8	-2.6
COC(=O)[C@@H]1[C@@H](CO)[C@@H]2Cn3c(ccc(C4=CCCCC4)c3=O)[C@@H]2N1CC1CCCCC1	50	14	-42	3.2

Whole records, quoted from the list. Values in the order: T cruzi growth, C diff HTS, Pf Dd2 inh, GASC1 inh
COC(=O)[C@@H]1[C@@H](CO)[C@@H]2Cn3c(ccc(C4=CCCCC4)c3=O)[C@@H]2N1CC1CCCCC1 in the list: 50, 14, -42, 3.2
Cc1noc(C)c1S(=O)(=O)Nc1ccc2c(c1)C(=O)N([C@H](C)CO)C[C@@H](C)[C@H](CN(C)S(=O)(=O)c1cccs1)OCCCC[C@@H](C)O2 in the list: 78, x, -66, -1.9
O=C(CCN1CCCCC1)NCC[C@@H]1CC[C@@H](NC(=O)c2ccc(F)cc2)[C@@H](CO)O1 in the list: -7, 2, -11, 0.2
CCC(=O)N(C)C[C@H]1Oc2cc(C#CCC(C)C)ccc2S(=O)(=O)N([C@H](C)CO)C[C@@H]1C in the list: 55, -2, -11, -0.6
C[C@H](CO)N1C[C@H](C)[C@@H](CN(C)C(=O)C2CCCCC2)Oc2ncc(/C=C/c3ccccc3)cc2C1=O in the list: 113*, -10, -89*, -2.7

An excerpt from above, limited to GASC1 inh, Pf Dd2 inh and C diff HTS:
compound,GASC1 inh,Pf Dd2 inh,C diff HTS
OC[C@@H]1[C@H](c2ccc(C3=CCCC3)cc2)[C@@H]2CN(CCC(F)(F)F)CCCCN12,x,-25,12
C[C@@H]1CN([C@H](C)CO)C(=O)c2cc(-c3cccnc3)cnc2O[C@H]1CN(C)C(=O)Nc1ccc(C(F)(F)F)cc1,0.3,20,-2

The main list resumes with the 2 entries that preceded the break.
SMILES	T cruzi growth	C diff HTS	Pf Dd2 inh	GASC1 inh
CCCNC(=O)N(C)C[C@@H]1Oc2ncc(C#CCC(C)C)cc2C(=O)N([C@H](C)CO)C[C@@H]1C	-33	3	8	-2.6
COC(=O)[C@@H]1[C@@H](CO)[C@@H]2Cn3c(ccc(C4=CCCCC4)c3=O)[C@@H]2N1CC1CCCCC1	50	14	-42	3.2
CCCC(=O)Nc1ccc2c(c1)C(=O)N(C)C[C@H](OC)[C@H](C)CN(C(=O)c1cccnc1)[C@@H](C)CO2	31	x	16	1.0
C[C@@H]1CN([C@@H](C)CO)C(=O)c2cc(NC(=O)Nc3ccc(F)cc3)ccc2O[C@@H](C)CCCCO[C@@H]1CN(C)S(=O)(=O)c1cccs1	-51	-3	-71	13
COc1ccc(NC(=O)Nc2ccc3c(c2)C(=O)N([C@H](C)CO)C[C@H](C)[C@H](CN(C)Cc2ccc(Cl)c(Cl)c2)OCCCC[C@H](C)O3)cc1	126*	-1	14	-0.3
C/C=C/c1ccc([C@@H]2[C@H](CO)N(C(=O)Cc3ccncc3)[C@H]2CNC(C)=O)cc1	29	-8	-17	1.5
C[C@H](CO)N1C[C@H](C)[C@H](CN(C)Cc2ccncc2)Oc2c(NS(=O)(=O)c3ccc(F)cc3)cccc2C1=O	19	-2	18	2.2
COC(=O)C[C@H]1CC[C@@H]2[C@H](COc3ccc(NC(=O)NCc4ccccc4)cc3C(=O)N2C)O1	16	3	17	-0.3
O=C(Nc1ccc2c(c1)[C@@H]1C[C@H](CC(=O)N3CCCCC3)O[C@@H](CO)[C@@H]1O2)c1ccc2c(c1)OCO2	41	-5	-16	-1.7
O=C(NC1CCCC1)[C@@H]1[C@@H](CO)[C@@H]2Cn3c(cccc3=O)[C@H]1N2CC1CCCC1	8	-5	-2	-0.3
Cc1ccc(S(=O)(=O)Nc2ccc3c(c2)C(=O)N([C@@H](C)CO)C[C@@H](C)[C@H](CN(C)C(=O)C2CCCCC2)OCCCC[C@@H](C)O3)cc1	25	9	-12	0.5
O=C(O)C[C@@H]1C=C[C@@H](NC(=O)c2ccccc2F)[C@H](CO)O1	-17	x	18	0.3
C[C@@H]1CN([C@H](C)CO)C(=O)Cc2cc(NC(=O)Nc3cccc4ccccc34)ccc2O[C@H]1CN(C)Cc1ccccc1	49	1	-6	-3.9
CN1C(=O)c2cc(NC(=O)c3ccc(F)c(F)c3)ccc2OC[C@@H]2O[C@H](CC(=O)N[C@@H]3CCN(Cc4ccccc4)C3)CC[C@@H]21	108*	1	x	2.8
CN1[C@H](C(=O)NC2CCCCC2)[C@@H](CO)[C@@H]2Cn3c(ccc(-c4cccc(F)c4)c3=O)[C@@H]21	u	5	-6	4.0
C[C@H]1CN([C@@H](C)CO)C(=O)Cc2cc(NC(=O)CCC(F)(F)F)ccc2O[C@H]1CN(C)S(=O)(=O)c1ccc(F)cc1	27	-2	-3	-2.0
O=C(Cc1ccccn1)NCC[C@@H]1CC[C@H](NS(=O)(=O)c2ccccc2)[C@@H](CO)O1	10	-4	-13	3.4
COc1ccc(S(=O)(=O)Nc2ccc3c(c2)C(=O)N([C@H](C)CO)C[C@@H](C)[C@@H](CN(C)C(=O)CCC(F)(F)F)OCCCC[C@@H](C)O3)cc1	85	2	-45	-0.5
C[C@@H]1CN([C@H](C)CO)C(=O)c2cc(NS(=O)(=O)c3cccs3)ccc2O[C@@H](C)CCCCO[C@H]1CN(C)S(=O)(=O)c1ccc(F)cc1	61	7	-44	-1.8
COc1cccc(NC(=O)N[C@@H]2C=C[C@H](CC(=O)NCc3ccccn3)O[C@@H]2CO)c1	7	-4	7	0.7
C[C@@H]1CN([C@H](C)CO)C(=O)c2cc(NC(=O)CCC(F)(F)F)ccc2O[C@@H]1CN(C)C(=O)Nc1ccc(C(F)(F)F)cc1	x	-5	0	0.8
CO[C@H]1CN(C)C(=O)c2cc(NC(=O)c3ccccc3F)ccc2OC[C@H](C)N(C)C[C@H]1C	20	x	u	1.2
O=C(c1cccc(F)c1)N1CC2(C1)[C@@H](c1ccccc1)[C@@H](CO)N2C(=O)C1CCOCC1	x	-4	15	-0.5
COc1ccccc1NC(=O)N[C@@H]1CC[C@H](CC(=O)N[C@H](C)c2ccccc2)O[C@@H]1CO	12	x	0	0.6
Cc1noc(C)c1NC(=O)Nc1ccc2c(c1)C(=O)N([C@H](C)CO)C[C@H](C)[C@@H](CN(C)S(C)(=O)=O)OCCCC[C@@H](C)O2	16	-2	51	-0.1
Cc1cccc(S(=O)(=O)N[C@@H]2CC[C@@H](CCNC(=O)CCN3CCCCC3)O[C@@H]2CO)c1	30	-1	2	1.8
C[C@@H]1CN([C@H](C)CO)S(=O)(=O)c2ccc(-c3ccncc3)cc2O[C@H]1CN(C)Cc1ccccn1	112*	-5	-31	-2.0
C[C@@H]1CCCCO[C@@H](CN(C)Cc2ccccc2)[C@@H](C)CN([C@H](C)CO)C(=O)c2cc(NC(=O)Nc3cccc4ccccc34)ccc2O1	x	0	32	-3.1
C[C@@H]1CN([C@H](C)CO)C(=O)c2cccc(NS(=O)(=O)c3cccs3)c2O[C@@H]1CN(C)S(=O)(=O)c1ccc(F)cc1	-24	-4	-17	-1.8
